From PubChem
PAFAH1B2 FP inh – inhibitors of human PAFAH1B2 | inhibition, % at 3.39 µM | AID 492953 | recombinant PAFAH1B2, FP-rhodamine activity probe, fluorescence polarization | P68402 | 340,000 compounds, 1.2% hits;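 active = inhibition above the mean of all tested compounds plus 3 SD, cut at about 24% in these data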;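 also: 0% = enzyme with DMSO and 100% = wells lacking PAFAH1B2; many of its hits are not listed in these tables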
PME-1 primary – blocks human protein phosphatase methylesterase 1; inhibition, % at 5.9 µM; Q9Y570; 320,000 compounds, 0.53% hits; recombinant PME-1, FP-Rh probe fluorescence polarization;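 active = inhibition above the campaign mean of all compounds plus 3 SD, cut at about 26% in these data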;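 also: competitive labeling of PME-1 active site by serine hydrolase directed probe; 0% = PME-1 with DMSO and 100% = wells lacking PME-1 enzyme; inhibitors block probe labeling so polarization falls and inhibition rises; many of its hits are not listed in these tables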
LYPLA1 inh – blocks human lysophospholipase 1, a PME1 counter-screen. inhibition, % at 5.9 µM. O75608. 320,000 compounds, 0.16% hits. recombinant LYPLA1, FP-Rh probe fluorescence polarization. AID 2174;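 active = inhibition above the mean of all tested compounds plus 3 SD, set per campaign, cut at about 14% in these data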;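 also: inhibitors block serine hydrolase probe labeling of LYPLA1 so polarization falls; 0% = enzyme with DMSO and 100% = wells lacking LYPLA1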
PAFAH2 inh – PAFAH2 (human) inhibition; Q99487; recombinant PAFAH2, FP-rhodamine activity probe, fluorescence polarization; inhibition, % at 3.39 µM; 340,000 compounds, 0.99% hits;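 active = inhibition above the mean over all tested compounds plus 3 SD, cut at about 30% in these data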;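 also: inhibitors block probe labeling of enzyme so polarization drops; 0% = enzyme with DMSO and 100% = wells lacking PAFAH2 protein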
Fam108B counter – blocks mouse Fam108B hydrolase in RBBP9 counter-screen. recombinant Fam108B, FP-Rh probe fluorescence polarization. inhibition, % at 9.51 µM. AID 1947. 300,000 compounds, 0.33% hits;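 active = inhibition above the screen mean inhibition plus 3 SD, computed separately per campaign, cut at about 18% in these data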;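 also: inhibitors lower polarization as less probe binds the enzyme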
PAD4 inh – blocks human protein arginine deiminase 4 | Q9UM07 | recombinant PAD4, RCA probe fluorescence polarization | inhibition, % at 6.36 µM | 330,000 compounds, 0.41% hits | AID 485272;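 active = percent inhibition above a cutoff equal to the mean of all tested compounds plus 3 SD, cut at about 15% in these data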;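 also: 0% = PAD4 with RCA probe and DMSO and 100% = probe without PAD4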
Target sequence (Q9UM07 whole entry, looked up): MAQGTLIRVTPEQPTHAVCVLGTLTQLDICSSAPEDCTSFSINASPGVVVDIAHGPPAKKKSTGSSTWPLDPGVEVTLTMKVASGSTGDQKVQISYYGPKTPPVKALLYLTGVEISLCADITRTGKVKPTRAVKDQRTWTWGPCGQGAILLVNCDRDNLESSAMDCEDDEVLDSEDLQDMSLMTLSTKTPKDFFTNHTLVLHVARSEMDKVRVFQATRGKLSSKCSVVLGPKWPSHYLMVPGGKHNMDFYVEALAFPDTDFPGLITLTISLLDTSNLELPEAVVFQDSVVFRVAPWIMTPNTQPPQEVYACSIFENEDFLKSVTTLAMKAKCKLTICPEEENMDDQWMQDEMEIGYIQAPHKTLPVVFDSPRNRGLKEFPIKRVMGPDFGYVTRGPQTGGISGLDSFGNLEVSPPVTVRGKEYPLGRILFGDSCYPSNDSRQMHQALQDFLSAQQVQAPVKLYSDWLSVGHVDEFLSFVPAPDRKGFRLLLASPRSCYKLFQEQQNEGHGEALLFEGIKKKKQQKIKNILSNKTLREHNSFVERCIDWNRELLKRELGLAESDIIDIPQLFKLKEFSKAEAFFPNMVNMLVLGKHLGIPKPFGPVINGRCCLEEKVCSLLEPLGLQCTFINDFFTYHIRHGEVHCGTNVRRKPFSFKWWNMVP
GSTO1 inh – blocks human GSTO1 in RBBP9 counter-screen; AID 1974; inhibition, % at 5.96 µM; 300,000 compounds, 1.1% hits; recombinant GSTO1, activity-based probe fluorescence polarization; P78417;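 active = inhibition above the campaign mean inhibition plus 3 SD, cut at about 35% in these data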;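 also: 0% = GSTO1-1 with DMSO and 100% = wells lacking GSTO1-1 enzyme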
pPAFAH inh – pPAFAH (human) enzyme inhibition; recombinant pPAFAH, FP-rhodamine probe fluorescence polarization; inhibition, % at 3.39 µM; Q13093; 330,000 compounds, 1.5% hits;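 active = inhibition above the mean inhibition across the screen plus 3 SD, cut at about 25% in these data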;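 also: inhibitors block binding of the rhodamine activity-based probe so polarization drops; 0% = enzyme with DMSO and 100% = wells lacking pPAFAH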
Target sequence (Q13093 whole entry, looked up): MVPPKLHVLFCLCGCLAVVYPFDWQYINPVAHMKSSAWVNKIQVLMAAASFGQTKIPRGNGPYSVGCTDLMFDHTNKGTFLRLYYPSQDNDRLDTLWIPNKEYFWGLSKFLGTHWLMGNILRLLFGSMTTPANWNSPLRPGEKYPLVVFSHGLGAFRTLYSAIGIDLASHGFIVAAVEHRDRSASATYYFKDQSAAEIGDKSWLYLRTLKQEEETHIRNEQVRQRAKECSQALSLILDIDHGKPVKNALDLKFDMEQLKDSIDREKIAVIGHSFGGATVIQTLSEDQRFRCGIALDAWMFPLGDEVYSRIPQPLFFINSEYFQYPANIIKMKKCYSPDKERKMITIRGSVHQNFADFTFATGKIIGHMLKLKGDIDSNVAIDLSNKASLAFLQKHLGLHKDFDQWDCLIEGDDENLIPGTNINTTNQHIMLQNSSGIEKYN
PAFAH1B3 inh – PAFAH1B3 (human) inhibition | Q15102 | recombinant PAFAH1B3, FP-rhodamine probe, fluorescence polarization | inhibition, % at 3.39 µM | 340,000 compounds, 0.28% hits | AID 492972;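 active = inhibition above the screen-wide average of all tested compounds plus 3 SD, cut at about 25% in these data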;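 also: 0% = enzyme with DMSO only and 100% = wells lacking PAFAH1B3 protein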
The depositor's hits bear a star; . = not tested or not shown. Only part of the results is shown; the hit share may differ from the screen's.

Under each structure – GSTO1 inh | PME-1 primary | PAD4 inh | LYPLA1 inh | pPAFAH inh | PAFAH1B3 inh | PAFAH1B2 FP inh | PAFAH2 inh | Fam108B counter
1) COc1cc(CN(C(=O)c2ccco2)C2CCS(=O)(=O)C2)cc(OC)c1OC (centres undefined)
→ 4 | -3 | 2 | -1 | 4 | -2 | 1 | 3 | 0
2) COc1ccc(NC(=O)c2nnn(CC(=O)Nc3ccc4c(c3)OCO4)c2N)cc1OC
→ 5 | -4 | 1 | -3 | 10 | 8 | 3 | 8 | 0
3) Cc1ccc(-c2csc(NC(=O)c3ccc(Br)cc3)c2C(=O)O)cc1
→ -5 | -12 | -2 | -1 | -9 | 16 | 11 | 16 | 5
4) COc1ccc(-c2cc3c(=O)n(CC(=O)NCCCN4CCC(N5CCCCC5)CC4)nc(C)n3n2)cc1
→ 5 | 1 | 3 | -2 | -3 | 1 | 3 | -5 | -3
5) Cc1ccsc1/C=N/NC(=O)CNC(=O)c1ccccc1
→ -2 | 4 | 0 | 3 | 4 | 12 | -3 | 3 | -3
6) COc1ccc(N2CN=C3SCC(=O)N3C2)cc1
→ 2 | 6 | 6 | 1 | 3 | 3 | -2 | 1 | 5
7) Cn1nc(C(=O)NNC(=O)C2CSC3(C)CCC(=O)N23)c2ccccc2c1=O (centres undefined)
→ 0 | -1 | 5 | 3 | 1 | 9 | 6 | -2 | 0
8) N#CCC(CNc1ncc(C(F)(F)F)cc1Cl)OC(=O)c1ccc(Cl)cc1Cl (centres undefined)
→ -3 | -11 | 1 | -8 | 2 | -3 | 7 | 2 | -6
9) N#Cc1cccc(NC(=O)CNc2cccc(S(=O)(=O)N3CCCCC3)c2)c1
→ -1 | -1 | -4 | -3 | 3 | 5 | 10 | -5 | -3
10) CCC1(CC)Cc2ccccc2C(Nc2c(C)n(C)n(-c3ccccc3)c2=O)=N1
→ 3 | -5 | 1 | 1 | 5 | 6 | -4 | -6 | -2
11) CCOC(=O)c1sc(N)nc1C(C)(C)C
→ -3 | 1 | -3 | 0 | 4 | 1 | 1 | 3 | 4
12) Cn1nccc1C(=O)N1CCN(c2cccc(Cl)c2)CC1
→ 1 | 2 | 0 | -2 | -1 | -6 | 6 | -5 | 7
13) O=C(NCCN1CCOCC1)c1ccccc1N1C(=O)[C@@H]2Cc3c([nH]c4ccccc34)C(c3ccc(F)cc3)N2C1=O (some centres undefined)
→ -1 | 2 | 2 | -3 | -1 | -2 | 3 | 2 | 0
14) NC1(C#Cc2ccc3c(=O)c4ccccc4sc3c2)CCCCC1
→ . | . | -2 | . | 1 | 4 | -2 | -5 | .
15) CCOP(=O)(OCC)C(NC(=O)Nc1ccc(C)c(Cl)c1)c1ccccc1 (centres undefined)
→ -2 | -1 | -7 | -5 | 0 | 1 | -1 | -11 | -4
16) O=C(CSc1nnc(NC(=O)c2ccccc2F)s1)NC1CCCC1
→ 1 | 1 | 0 | 1 | 5 | 8 | -1 | 5 | -3
17) CCN(CC)S(=O)(=O)c1ccc(N2CCCC2)c(NC(=O)c2ccccc2OC)c1
→ 18 | -5 | 1 | -1 | 12 | 0 | 1 | 13 | 6
18) Cc1ccc(CN2C(=O)C3CCCN3c3ccc(C#N)cc32)cc1 (centres undefined)
→ -13 | -13 | -5 | -10 | -3 | . | . | . | -14
19) O=C(c1cc2sccc2n1Cc1ccc(F)cc1)N1CCc2ccccc21
→ -6 | -4 | -2 | 0 | -3 | 1 | 2 | 10 | 1
20) COc1cccc(OC)c1OCCOCCN1CCN(C)CC1
→ -3 | -8 | -9 | -3 | -2 | 0 | -3 | -5 | -9
21) CN(C)c1ccc(/C=C(\NC(=O)c2ccccc2)C(=O)NCCCn2ccnc2)cc1
→ -2 | 0 | 2 | 4 | 4 | -3 | 1 | 16 | 3
22) CCNC(=O)COc1ccc(S(=O)(=O)Nc2ccccc2)cc1
→ 1 | 2 | -5 | -7 | 19 | 8 | 2 | -7 | 1
23) CC1CCC2(CC1)NC(=O)N(CC(=O)N(Cc1ccccc1)C(C)(C)C)C2=O (centres undefined)
→ . | -1 | 0 | -2 | 1 | 3 | 14 | 6 | .
24) CCCCNC(=O)c1onc(CSc2ccc(C(C)C)cc2)c1C(=O)O
→ -45 | 13 | 0 | -5 | 13 | 0 | 14 | 18 | -8
25) CN1CCN(c2oc(COc3ccc(-c4ccccc4)cc3)nc2C#N)CC1
→ 0 | -1 | -1 | -1 | 1 | 8 | -1 | 5 | -3
26) O=C(COC(=O)COc1ccc(Br)cc1)NCC1CCCO1 (centres undefined)
→ . | . | 1 | . | 11 | 5 | 12 | 4 | .
27) Cc1ccc(S(=O)(=O)N(C)C)cc1NC(=O)C1Cc2ccccc2CN1C(=O)c1ccco1 (centres undefined)
→ 8 | 5 | -2 | -2 | 7 | 10 | 6 | 9 | 0
28) Cc1cc(NC(=O)CSc2nc(CCC3CCCC3)nc3ccccc23)no1
→ -6 | 13 | 1 | -4 | 3 | 5 | 4 | -7 | -2
29) C=CCn1c(SCc2ccc(C(=O)OC)cc2)nnc1-c1sc(N)nc1C
→ 0 | 3 | -7 | -1 | 5 | 6 | 8 | 8 | 4
30) CC1CCCCC12NC(=O)N(CC(=O)NCCc1ccc(S(N)(=O)=O)cc1)C2=O (centres undefined)
→ . | 0 | 7 | -3 | -2 | 9 | 6 | 5 | .
31) COc1ccc(NC(=O)Nc2ccc3c(c2)CCC3)cc1OC
→ 6 | 6 | -3 | -1 | -5 | 6 | 4 | 6 | 1
32) Cc1cc(C)c2c(n1)nn1c(N3CCN(c4ccccc4C)CC3)cc(C)nc21
→ 8 | -8 | -1 | 2 | 5 | 3 | 0 | 6 | 1
33) Cc1cc(/C=N/NC(N)=S)c(C)n1-c1cccc(Cl)c1
→ 3 | 4 | -3 | 1 | 8 | 9 | 4 | 6 | -1
34) Cc1nn(-c2ccccn2)c2nc(-c3cccs3)cc(C(=O)NCc3ccco3)c12
→ -15 | -2 | 3 | -7 | 3 | -6 | -4 | 12 | -2
35) Cc1ccc(S(=O)(=O)N(Cc2ccccc2F)C(=O)N2CCN(C)CC2)cc1
→ -4 | -2 | 0 | -4 | 5 | 9 | 1 | 2 | 1
36) CCCC(C)NCC(=O)Nc1ccccc1-c1ccccc1 (centres undefined)
→ -4 | -2 | 1 | 1 | 3 | -6 | 6 | 4 | -2
37) c1ccc2c(-c3cc(C4CCNCC4)[nH]n3)cccc2c1
→ 6 | 0 | -2 | -3 | 3 | 8 | 0 | -6 | -3
38) O=C(c1ccccc1NS(=O)(=O)c1cccc2cccnc12)N1CCOCC1
→ 4 | -5 | -4 | -1 | -2 | 8 | 0 | -8 | 2
39) O=C(/C=C/c1ccccc1)NCCN1CCOCC1
→ 4 | 3 | 1 | 1 | 8 | 2 | -1 | -1 | 0
40) CNC(=O)C(=O)N1CCC2(CC1)OCCN2S(=O)(=O)c1ccc(C)cc1
→ 2 | 8 | 3 | 3 | 3 | -7 | -1 | 2 | -1
41) CCN(CC)S(=O)(=O)c1ccc(N=Nc2c(C)[nH]n(C(N)=S)c2=O)cc1
→ -4 | -3 | 4 | 1 | 16 | 2 | 4 | 10 | 0
42) COc1ccccc1C(=O)Nc1nnn(C)n1
→ 6 | 0 | -2 | 2 | 2 | 11 | 3 | -5 | 1
43) O=C(Cn1cc(C(=O)c2cccs2)c2ccccc21)NCc1cccs1
→ -5 | 1 | -3 | -4 | 4 | 4 | 8 | 2 | 1
44) CCCCN(CCCC)S(=O)(=O)c1ccc(NS(=O)(=O)c2ccc(NC(C)=O)cc2)cc1
→ 9 | -4 | -1 | -9 | 1 | -2 | 18 | -4 | -4
45) COc1cccc(OC)c1OC(=O)c1cnccn1
→ 18 | -5 | 2 | -5 | 3 | 1 | 6 | 5 | 4
46) O=C(COC(=O)c1ccccc1Br)NCc1ccccc1
→ 5 | 15 | -4 | 5 | 3 | 7 | -1 | 3 | 0
47) Cc1ccc(-c2nnc(N3CCN(C(=O)Cn4c(=O)n(C)c5ccccc54)CC3)c3ccccc23)cc1
→ 8 | 4 | -4 | 0 | -3 | 4 | 1 | 0 | 0
48) CC(C)(C)c1ccc(C(=O)Nc2ccc(N3CCOCC3)cc2)cc1
→ 0 | -3 | 1 | -2 | 10 | 2 | 5 | 6 | -1
49) CC(=NC(C)C)C1=C(O)CCC1=O
→ 9 | 4 | -3 | 7 | 8 | 5 | -4 | 5 | 7
50) C[N+](C)(C)CCCC(=O)c1ccc2c(c1)OCO2
→ 2 | 1 | 3 | -1 | 0 | 2 | 7 | 2 | -1
51) Cc1cc(NC(=O)COc2cccc(Oc3ccccc3)c2)no1
→ -5 | -4 | -1 | -4 | 0 | 9 | 5 | 4 | -2
52) CCOC(=O)c1ccc(Nc2ncnc3ccc(C)cc23)cc1
→ -4 | -2 | -6 | 0 | 3 | 2 | 3 | 8 | 5
53) Cc1ccccc1-n1ncc2c1CC(C)(C)CC2NC(=O)CCN1Cc2ccccc2C1=O (centres undefined)
→ -7 | 2 | -3 | 1 | 0 | 11 | 3 | 10 | 3
54) Cn1nccc1C(=O)Nc1sc2c(c1C#N)CCCC2
→ -12 | 3 | -8 | 0 | 8 | -8 | -2 | 3 | 1
55) CC(=O)Nc1ccc2[nH]c(C)c(CC=C(Cl)Cl)c(=O)c2c1
→ 2 | -5 | 3 | 0 | 2 | -1 | 4 | -5 | -3
56) O=C(Nc1cccc(F)c1)c1c(O)c2ccccc2[nH]c1=O
→ 22 | -5 | -4 | 0 | -2 | -4 | -2 | 5 | -1
57) C=CCNC(=S)NNC(=O)Cn1c(-c2ccccc2)cc(=O)n2ncnc12
→ 5 | -5 | 0 | 3 | -3 | 10 | 6 | -1 | 1
58) CCN(CC)CCN(Cc1cc2cc3c(cc2[nH]c1=O)OCO3)C(=S)NCCCOC
→ -2 | -2 | -2 | -1 | 2 | 7 | -3 | 1 | -4
59) COC(=O)[C@]1(Cc2ccccc2)N[C@H](CN(C)S(=O)(=O)c2ccc(OC(F)(F)F)cc2)[C@@H]2C(=O)N(C)C(=O)[C@@H]21
→ . | . | -4 | . | 4 | 0 | 6 | 8 | .
60) Cc1ccc(C(=O)/C=C/C(=O)c2ccc(C)cc2)cc1
→ -2 | -5 | 0 | -1 | 4 | -3 | -4 | -12 | -12

(listing goes on)
Under each structure – GSTO1 inh | PME-1 primary | PAD4 inh | LYPLA1 inh | pPAFAH inh | PAFAH1B3 inh | PAFAH1B2 FP inh | PAFAH2 inh | Fam108B counter
61) O=S(=O)(Nc1ncccn1)c1ccc(NC(=S)Nc2cccc(Cl)c2)cc1
→ -11 | -8 | -6 | -1 | -7 | . | . | . | -1
62) c1ccc(Sc2ncnc3c2oc2ccccc23)nc1
→ -28 | 5 | 8 | 0 | 0 | 3 | 6 | 6 | 2
63) S=C(NCc1ccco1)N1CCN(c2nc(-c3ccccc3)cs2)CC1
→ -8 | 3 | -1 | 0 | 11 | -1 | 1 | 16 | 1
64) Cc1ccc(F)c(NC(=O)c2ccc(Cn3cc(Cl)cn3)cc2)c1
→ -3 | 1 | -2 | -2 | -3 | 2 | 4 | 0 | 0
65) O=C(N/C(=C/c1ccccc1)C(=O)N1CCCCCC1)c1ccccc1
→ 4 | 0 | -4 | 1 | 5 | 3 | 0 | 2 | -1
66) COc1ccccc1C(C)NCC(=O)Nc1c(F)cccc1F (centres undefined)
→ 4 | 4 | -2 | -1 | 18 | 11 | 10 | 1 | -2
67) COc1ccc(CC(=O)Nc2nnc(C(C)(C)C)s2)cc1OC
→ 4 | -1 | 2 | 1 | 15 | 5 | 0 | -2 | 3
